MBD2 inh = inhibitors of MBD2 binding to methylated DNA, primary screen, biochemical, TR-FRET, DNA-binding domain, human; Methyl-CpG-binding domain protein 2 (Homo sapiens), Q9UBB5; MBD2 binding to methylated oligonucleotide; inhibition, % at 4.4 µM; 0.31% of 370,000 active; AID 686964, 2013; in the data active means inhibition above about 13%
ADAM17 inh = ADAM17 inhibitors, primary screen, biochemical, QFRET; recombinant ADAM17, EDANS/DABCYL FRET peptide cleavage; 0.83% of 370,000 active; AID 720648, 2013; inhibition, % at 6.95 µM;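 active means inhibition above the mean of compounds lying between control limits plus 3 SD, set per campaign, cut at about 8.5% in these data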;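 further: 0% = DMSO-only wells as the low control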
UHRF1 binding = UHRF1 methylated DNA binding inhibitors, primary screen, counter-screen for MBD2 inhibitor project, biochemical, TR-FRET, human UHRF1, single concentration; UHRF1 binding to methylated oligo; AID 687016, 2013; inhibition, % at 4.4 µM; E3 ubiquitin-protein ligase UHRF1 (Homo sapiens), Q96T88; 0.75% of 370,000 active; in the data active means inhibition above about 21%;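 further: UHRF1 SRA domain binding a hemimethylated CpG hairpin DNA probe; 0% = median of test compound wells and 100% = reference inhibitor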
Target sequence (Q96T88 whole entry, looked up, the tested form may be a part): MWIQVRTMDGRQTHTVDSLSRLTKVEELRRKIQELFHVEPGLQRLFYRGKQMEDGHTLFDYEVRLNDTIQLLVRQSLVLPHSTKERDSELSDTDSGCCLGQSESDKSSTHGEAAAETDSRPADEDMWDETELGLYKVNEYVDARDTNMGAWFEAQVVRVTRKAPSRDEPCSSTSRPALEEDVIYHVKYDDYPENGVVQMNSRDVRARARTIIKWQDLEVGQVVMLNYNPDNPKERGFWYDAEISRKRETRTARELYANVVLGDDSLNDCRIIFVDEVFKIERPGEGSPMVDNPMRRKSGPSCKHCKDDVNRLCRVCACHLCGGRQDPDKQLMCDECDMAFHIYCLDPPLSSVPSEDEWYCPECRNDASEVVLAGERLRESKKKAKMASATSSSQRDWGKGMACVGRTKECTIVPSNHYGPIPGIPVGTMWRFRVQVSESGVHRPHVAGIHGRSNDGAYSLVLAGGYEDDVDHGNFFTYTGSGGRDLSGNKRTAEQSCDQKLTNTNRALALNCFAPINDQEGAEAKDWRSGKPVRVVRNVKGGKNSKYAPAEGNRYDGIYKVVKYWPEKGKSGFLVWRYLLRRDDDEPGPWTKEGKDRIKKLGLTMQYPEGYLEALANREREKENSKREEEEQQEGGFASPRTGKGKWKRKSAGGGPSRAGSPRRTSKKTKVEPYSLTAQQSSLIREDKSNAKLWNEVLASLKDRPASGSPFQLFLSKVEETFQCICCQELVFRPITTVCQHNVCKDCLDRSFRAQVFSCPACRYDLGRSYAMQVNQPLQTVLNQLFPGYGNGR
Tn6 DDE FP = inhibitors of Tn6 peptide binding to fibrin DD(E), primary screen, biochemical, fluorescence polarization, human fibrin, Tn6 probe; 0.21% of 370,000 active; inhibition, % at 8.3 µM; Fibrin DD(E) TRITC-Tn6 fluorescence polarization displacement; Fibrinogen beta chain (Homo sapiens), P02675;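 active means inhibition above a per-campaign cutoff: mean of compounds within control limits plus 3 SD, cut at about 15% in these data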;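 further: 0% = median of all compound wells on the plate and 100% = blocking peptide control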
ASAP1 inh = inhibitors of human ASAP1 ArfGAP activity, primary screen, biochemical, fluorescence polarization; Arf-GAP with SH3 domain, ANK repeat and PH domain-containing protein 1 (Homo sapiens), …; inhibition, % at 16.5 µM; AID 624377, 2012; ASAP1-stimulated ARF1 GTP hydrolysis, GDP FP detection; 0.19% of 360,000 active; in the data active means inhibition above about 25%;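 further: 0% = vehicle with enzyme and substrate and 100% = no enzyme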
KLK7 zymogen act = proKLK7 zymogen activators, primary screen, biochemical, fluorescence intensity; purified proKLK7, EDANS-DABCYL substrate fluorescence; 100% is mature enzyme control, 0% vehicle; activation, % at 7 µM; 0.9% of 370,000 active;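 active means activation above the mean of all tested compounds plus 3 SD, computed per campaign excluding outliers beyond control limits, cut at about 13% in these data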
PLC-gamma1 inh = PLC-gamma1 enzyme inhibitors, primary screen, biochemical, fluorescence, purified enzyme; 1-phosphatidylinositol 4,5-bisphosphate phosphodiesterase gamma-1 (Homo sapiens), P19174; fluorogenic substrate; inhibition, % at 12.2 µM; 0.84% of 370,000 active; AID 720700, 2013; in the data active means inhibition above about 9.5%
PLCb3 inh = human PLC-beta3 inhibitors, primary screen, biochemical, fluorescence | Purified PLC-beta3, fluorogenic substrate | inhibition, % at 12.2 µM | 0.18% of 370,000 active; in the data active means inhibition above about 11%;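 further: 0% = median of compound wells on plate and 100% = full blocker control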
ARFGAP1 inhibitor = inhibitors of rat ARFGAP1 GAP activity, primary screen, biochemical, fluorescence polarization, GDP tracer; ADP-ribosylation factor GTPase-activating protein 1 (Rattus norvegicus), Q62848; Arfgap1-stimulated ARF1 GTP hydrolysis, GDP FP detection; inhibition, % at 16.5 µM; 0.26% of 360,000 active;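 active means inhibition above a per-plate limit, mean inhibition of low control wells plus 3 SD, cut at about 25% in these data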;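 further: 0% = DMSO wells with enzyme and 100% = wells lacking Arfgap1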
Target sequence (Q62848 1-136 limits assumed): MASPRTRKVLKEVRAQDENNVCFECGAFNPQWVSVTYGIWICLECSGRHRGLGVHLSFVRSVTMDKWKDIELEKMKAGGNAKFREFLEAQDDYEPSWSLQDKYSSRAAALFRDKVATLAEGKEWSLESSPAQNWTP
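Material: rat Arfgap1 GAP domain (His6, aa 1-136), purified enzyme. Also added: human ARF1(Δ1-17)-GTP substrate. Compound dosing: 16.5 µM single point, 1.26% DMSO. Timing: enzyme reaction 120 min at 25 °C after 20 min preincubation. Signal: GDP detection by fluorescence polarization. Read-out basis: percent inhibition of GAP-stimulated GDP formation, scaled between DMSO and no-Arfgap1 medians.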
Tn7 DDE FP = inhibitors of Tn7 peptide binding to fibrin DD(E), primary screen, biochemical, fluorescence polarization, human fibrin, Tn7 probe; AID 720508, 2013; 0.13% of 370,000 active; inhibition, % at 8.3 µM; Fibrinogen beta chain (Homo sapiens), P02675; FP displacement of FITC-Tn7 peptide from fibrin DD(E); 0% = median of compound wells per plate;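 active means inhibition above the mean of compounds falling within the control limits plus 3 SD of them, cut at about 14% in these data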;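 further: 0% = plate median of compound wells and 100% = 10 µM Aha-Tn7 peptide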
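Measure: % inhibition scaled between sample-field median and high-control FP; Test system: human fibrin DD(E); Quantity: 2 µM final DD(E) protein; Doses: one dose, 8.3 µM nominal; Schedule: compound with protein 10 min, then 3 h after probe, room temperature; Detection: fluorescence polarization; Medium: Tris buffer with calcium and detergent, pH 7.8.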
An asterisk follows results filed as active; . = no result given; & = joins results of further samples.

SMILES	MBD2 inh	ADAM17 inh	UHRF1 binding	Tn6 DDE FP	ASAP1 inh	KLK7 zymogen act	PLC-gamma1 inh	PLCb3 inh	ARFGAP1 inhibitor	Tn7 DDE FP
NC(=O)CC[C@@H]1NC(=O)[C@H](Cc2ccc(O)cc2)NC(=O)c2cc([N+](=O)[O-])cc(F)c2OCC[C@@H](C(N)=O)NC1=O	0	-2	1	2	9	0.4	3	1	1	-5
Cc1ccc(S(=O)(=O)NN=C2CC3CCC2(C)C3(C)C)cc1 (stereo unspecified)	2	-2	0	0	-3	0.3	5	4	2	4
CCC(=O)Nc1cc(SCCO)cc([N+](=O)[O-])c1	-6	-3	-1	-5	-2	0.6	0	2	5	0
COc1cc(C(=O)N(C)Cc2cccc(OC)c2OC)ccc1OCC(=O)Nc1cccc(C(F)(F)F)c1	0	-1	-1	2	10	-0.5	2	-6	7	-2
CCOc1ccccc1OCC(=O)Nc1cc2c(cc1C(=O)O)OCCCO2	-7	-3	-5	1	-5	0.5	-4	-11	1	0
O=C(Nn1c(-c2ccccc2)nc2ccccc2c1=O)c1cccs1	8	-5	0	-5	8	0.7	1	0	9	4
Cc1ccc(S(=O)(=O)CCC(=O)Nc2ccc(Br)cc2)cc1	-7	-1	-3	-5	7	-0.2	0	-3	-2	0
Cc1ccc(C(c2nnnn2Cc2cccs2)N2CCN(C(=O)c3ccco3)CC2)cc1 (stereo unspecified)	9	-2	8	-3	12	-0.3	5	2	10	1
O=C(CSc1n[nH]c(-c2ccco2)n1)Nc1ccccc1Cl	1	-1	0	2	6	-0.4	0	-6	3	0
CCCNS(=O)(=O)c1ccc(CCC(=O)N2CCOCC2)cc1	1	-2	-2	1	5	-0.4	3	3	2	-1
CN(c1ccccc1)c1nc(N)c([N+](=O)[O-])c(N2CCCC2)n1	-4	2	0	-3	-11	-0.3	3	-3	1	6
CN1CCN(Cc2nc3c([nH]2)c(=O)[nH]c(=O)n3C)CC1	1	-1	16	-4	-4	-0.9	-4	-2	6	-1
O=C(Nc1ccc(Cc2ccc(NC(=O)C3CC3)c(O)c2)cc1O)C1CC1	-6	0	-2	1	-12	-0.3	2	2	-5	-6
CC(C)CCN1C(Nc2ccccc2)=NC[C@@H]1CC(C)C	1	-2	-2	-7	14	-0.4	0	0	4	2
CCC(=O)N(CCC(c1ccco1)C(C)C)Cc1ccccc1 (stereo unspecified)	-1	1	-1	-4	-1	0.6	0	-6	1	-1
CCSc1cnnc2ccccc12	-4	0	-4	3	-5	0.2	-2	0	4	5
O=C(CC1Nc2ccccc2NC1=O)Nc1cc(Cl)cc(Cl)c1 (stereo unspecified)	2	-8	3	7	-9	-0.1	-9	-18	-10	5
Cc1occc1-c1nnc(SCCCC(=O)c2ccc(F)cc2)n1C	1	-4	0	5	-3	-0.4	0	0	-9	1
COC(=O)c1cc(CNC(=O)C2CC(=O)N(c3ccc4c(c3)OCCO4)C2)ccc1OC (stereo unspecified)	8	-5	2	-7	9	0.7	-1	-4	-3	-7
O=C(NC(c1ccccc1)c1ccccc1)C1CCCN(S(=O)(=O)c2cnc[nH]2)C1 (stereo unspecified)	4	-2	1	11	-14	0.3	1	0	0	8
CN1CCN(c2ccc(Cl)cc2NC(=O)C2COc3ccccc3O2)CC1 (stereo unspecified)	-1	-2	4	-3	-10	0.0	1	0	-1	1
Cc1nnsc1C(=O)NNS(=O)(=O)c1cc(C(F)(F)F)cc(C(F)(F)F)c1	0	-2	3	-2	2	1.0	3	-7	9	-3
Cc1cc(NC(=O)c2cc(C)on2)no1	-5	-3	1	-1	1	-0.1	0	3	7	-9
CN(C)N1C(=O)CC(NNC(=O)c2ccncc2)C1=O (stereo unspecified)	-3	8	6	-7	14	-0.5	10*	3	17	-3
Cc1nc(-c2ccc(NS(=O)(=O)c3ccccc3)cc2)cs1	-3	-1	4	1	-2	0.5	3	-1	-12	0
COc1cccc(NC(=O)CSc2nc3n[nH]c(C)c3c(=N)n2-c2cccc(OC)c2)c1	0	1	-1	5	11	-0.5	-8	-9	11	-3
CCOc1ccc(N=C2SCC(=O)N2CC)cc1	3	-3	3	-2	3	0.2	4	-4	-6	0
Cc1nc2nc3c(c(=O)n2[nH]1)CCC3	2	0	-2	1	-3	-0.1	0	3	-11	2
NC(=O)c1ccc(C23CC4CC(CC(C4)C2)C3)o1	-5	3	-1	-1	9	-0.3	-1	-1	-2	3
COC(=O)Cc1[nH]nc2c1C(c1c[nH]c3ccccc13)C(C#N)=C(N)O2 (stereo unspecified)	-8	0	-10	-5	-15	0.1	-4	-5	-3	6
CN(Cc1ccccc1)C(=O)c1cccc(NC(=O)Cc2ccc(NC(=O)C3CCCN(C(=O)c4ccccc4)C3)cc2)c1 (stereo unspecified)	-1	11*	0	0	4	0.9	12*	5	3	2
Cc1ccc2nc(N/N=C/c3ccccc3F)nc(-c3ccccc3)c2c1	0	-14	5	-6	-10	-15	-124	-139	4	7
Cc1c(N(C)C(=O)C23CC4CC(CC(C4)C2)C3)c(=O)n(-c2ccccc2)n1C	4	-2	0	-1	-13	0.0	1	-1	0	3
COc1ccc(CCNC(=O)c2ccc(S(=O)(=O)N(C)c3ccccc3)cc2)cc1OC	-3	2	2	-7	-1	0.7	1	-3	-5	-11
COc1ccc2c(c1OC)C(=O)OC2n1c(O)c(N=NC(C)=O)c2ccccc21 (stereo unspecified)	0	-2	-2	1	1	0.8	1	-4	1	0
CC(C)(C)NC(=O)C(c1ccccc1F)n1c(=O)c(-c2ccco2)nc2ccccc21 (stereo unspecified)	0	-11	-7	-2	-5	0.9	-45	-59	-4	-1
COc1cccc(N(CC(=O)N2CCN(C)CC2)S(=O)(=O)c2ccc(C)cc2)c1	-1	-4	0	4	-3	-0.2	1	1	-17	1
O=C(c1ccc(CS(=O)Cc2ccc(Cl)cc2)o1)N1CCN(c2cccc(Cl)c2)CC1 (stereo unspecified)	0	1	-1	-3	1	0.1	-4	-9	-4	6
COc1ccc(N(CC(=O)NCc2ccccc2Cl)S(=O)(=O)c2c(C)n[nH]c2C)cc1	7	-1	2	-6	8	-0.2	6	-10	3	5
Cc1ccc(C(=O)OC(C)CN2CCOCC2)cc1 (stereo unspecified)	-3	-7	-1	4	3	-0.5	1	-11	0	-2
COc1ccccc1CNC(=O)c1cnccn1	1	-4	-3	8	3	0.3	-3	-9	-14	-2
Cc1ccc(C(=O)NNC(=O)C2CCN(c3nccc(C)n3)CC2)cc1	4	-16	4	4	-4	0.6	-11	-17	2	2
Cn1nnnc1SCC(=O)N1CCOCC1	1	-4	1	-4	-17	-0.1	-2	1	1	9
COc1ccc(-c2cc(C(F)(F)F)nc(N3CCOCC3)n2)cc1	2	-5	0	-7	1	0.4	-2	-4	-6	0
COc1ccc(C(=O)COC(=O)c2cnc(C)cn2)cc1OC	-6	2	-1	8	22	0.7	1	-5	-3	4

Another view of three compounds above:
Value order – MBD2 inh	ADAM17 inh	UHRF1 binding	Tn6 DDE FP	ASAP1 inh	KLK7 zymogen act	PLC-gamma1 inh	PLCb3 inh	ARFGAP1 inhibitor	Tn7 DDE FP
> Cc1ccc(C(=O)NNC(=O)C2CCN(c3nccc(C)n3)CC2)cc1
    4	-16	4	4	-4	0.6	-11	-17	2	2
> Cn1nnnc1SCC(=O)N1CCOCC1
    1	-4	1	-4	-17	-0.1	-2	1	1	9
> COc1ccc(-c2cc(C(F)(F)F)nc(N3CCOCC3)n2)cc1
    2	-5	0	-7	1	0.4	-2	-4	-6	0

Next section
SMILES	MBD2 inh	ADAM17 inh	UHRF1 binding	Tn6 DDE FP	ASAP1 inh	KLK7 zymogen act	PLC-gamma1 inh	PLCb3 inh	ARFGAP1 inhibitor	Tn7 DDE FP
Cc1cccc(C)c1NC(=O)CNC(=O)c1cncc(Br)c1	-2	-1	2	3	15	-0.2	1	-2	1	-7
Cc1ccc(-n2c(C)cc(C(=O)CN3CCOCC3)c2C)cc1	2	0	0	0	-2	-0.4	-1	1	0	-6
CSc1nc2c(cnn2-c2ccc(C)c(C)c2)c(=O)[nH]1	-2	-3	-1	-2	11	0.2	1	2	-11	2
COc1ccc(C(CNC(=O)c2cc(SC)ccc2Cl)N(C)C)cc1 (stereo unspecified)	1	-5	-1	1	-1	0.3	-1	-6	-9	2
O=C(Nc1ccc2c(c1)C(=O)NC2=O)c1ccc(S(=O)(=O)N2CCCC2)cc1	-2	-11	-2	0	1	86*	-29	-35	13	2
CO[C@H]1CN(C)C(=O)c2ccc(NS(=O)(=O)c3ccccc3F)cc2OC[C@H](C)NC[C@@H]1C	-4	-6	0	-3	-5	-0.2	0	1	4	2
COc1ccc(CNc2ccc3c(c2)ncn3-c2ccccc2OC)cc1	-2	-6	-1	1	4	0.3	-13	-25	10	2
CC(C)(C)C1=Nn2c(nnc2-c2ccc(C(C)(C)C)cc2)SC1	-3	-2	1	6	.	0.5	-1	0	.	2
CSc1n[nH]c(=O)n1C1CCCCC1	0	3	3	4	-3	0.2	2	-24	11	-8
COc1ccc(S(=O)(=O)N2CN3CCN(C3)C2)cc1OC	1	-5	0	2	0	-0.3	-2	-2	4	6
Cc1nc2nc[nH]n2c(=O)c1NC(=O)CC12CC3CC(CC(C3)C1)C2	9&-2	-2&-3	7&0	-2&-2	-13&-7	0.0&-0.9	2&0	1&0	3&-5	1&1
Cn1ccc2c(-c3ccc(F)nc3)cc3c(c21)C1CCC3C1 (stereo unspecified)	-14	-6	-8	1	3	-1.8	-64	-95	2	1
O=C(Nc1ccccc1)N(c1ccccc1)C1C=CS(=O)(=O)C1 (stereo unspecified)	2	-1	1	2	0	-0.1	2	-5	9	2
COC(=O)c1cc2c(ccn2-c2ccc(F)cc2)n1Cc1ccc(OC)cc1	0	-2	-1	-6	4	-4.0	-3	-5	-2	5
Cc1ccc(C(=O)Nc2cccc([N+](=O)[O-])c2)cc1S(=O)(=O)Nc1cccc(C(=O)O)c1	1	0	-1	-3	4	0.0	-2	-4	-2	-7

Random draw from the library; about 4.1% have a hit in one of these screens.
